Screens from PubChem BioAssay.
TRPC4 block: blocks the mouse TRPC4 cation channel. AID 2247. Q9QUQ5. 300,000 compounds, 0.39% hits. B-score at 10 µM. HEK293 TRPC4beta/mu-opioid, DAMGO-evoked Fluo4 calcium flux; stronger effect = lower value;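 active means B-score over 3 SD under the library average, no early fluorescence shift, positive overall ratio signal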
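Assay system: HEK293 cells with stable TRPC4beta plus mu-opioid receptor expression. Dosing: single dose. Measured by: Fluo4 Ca2+ flux fluorescence. Also added: DAMGO in two steps, submaximal then maximal. Read-out: B score from integrated Fluo4 fluorescence ratio.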
TRPC6 act: activates the mouse TRPC6 cation channel | 310,000 compounds, 0.13% hits | HEK293-TRPC6 membrane potential dye fluorescence; stronger effect = higher value | B-score at 10 µM;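 active means B-score of the integrated fluorescence ratio above library mean plus 3 SD, and starting fluorescence ratio within library mean plus 5 SD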;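 further: higher score means more depolarization so channel activation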
MrgX1 allo act: human MrgX1 positive allosteric modulation, primary screen; 310,000 compounds, 0.63% hits; Q96LB2; B-score at 10 µM; MrgX1-HEK293, Fluo-4 calcium flux, FDSS; stronger effect = higher value;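 active means plate-corrected calcium response at least 3 library SD above typical, normal starting fluorescence, not activating the receptor alone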;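 further: compound read alongside a low EC10 to EC30 dose of BAM8-22 agonist; peak minus trough fluorescence over baseline measured at the second addition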
MrgX1 ag: activates human MrgX1 receptor signaling | MrgX1-HEK293 cells, Fluo-4 calcium fluorescence, agonist mode; stronger effect = higher value | Q96LB2 | B-score at 10 µM | AID 588627 | 310,000 compounds, 0.44% hits;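 active means calcium response B-score plate-corrected fluorescence ratio at least 3 library SD, with starting fluorescence B-score inside 5 SD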
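Assay system: stable human MrgX1 HEK293 cell line. Quantity: 15,000 cells per well. Schedule: cells plated overnight, dye loaded 0.5 h 37 °C, 0.5 h room temperature. Detection: Fluo-4 NW calcium-flux fluorescence, kinetic read. Read-out basis: peak-minus-minimum fluorescence over baseline, converted to B scores. Control set: positive and negative control wells on each plate.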
TRPC4 potent: allosteric potentiators of mouse TRPC4 channel; HEK293 TRPC4beta/mu-opioid, DAMGO EC20, Fluo-4 Ca2+ flux; stronger effect = higher value; B-score at 10 µM; 310,000 compounds, 0.42% hits; AID 2227;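 active means B-score of calcium response area above 5 SD of library B-scores, with initial fluorescence ratio within 5 SD of library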;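 further: B-score of integrated fluorescence ratio over time as area under calcium response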
TRPC4 act: opens the mouse TRPC4 cation channel; AID 2237; Q9QUQ5; HEK293 TRPC4beta/mu-opioid, Fluo4 calcium fluorescence; stronger effect = higher value; B-score at 10 µM; 310,000 compounds, 0.49% hits;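 active means B-score above 5 SD of library B-scores, and initial fluorescence ratio not above library mean plus 5 SD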;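 further: positive B-score marks a calcium rise read as TRPC4 activation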
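Incubation: 45 min room-temperature Fluo4 loading, 110 s read / System: HEK293 cells stably co-expressing mouse TRPC4beta and mu-opioid receptor / Signal: Fluo4 fluorescence, kinetic / Control set: buffer (low) and maximal DAMGO (high) / Measure: integrated baseline-normalised fluorescence ratio, converted to per-well B score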
MrgX1 antag: blocks BAM8-22 activation of human MrgX1 receptor; Q96LB2; MRGX1-HEK293 calcium flux, Fluo-4, BAM8-22 antagonism; stronger effect = lower value; B-score at 10 µM; 310,000 compounds, 1.3% hits; AID 588676;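 active means calcium-response B-score plate-corrected more than 3 library SD below zero, starting fluorescence within 5 deviations, no agonist response on first addition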;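 further: peak minus trough fluorescence over baseline after final BAM8-22 challenge near maximal dose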
TRPC6 inh: inhibitors of mouse TRPC6 channel. B-score at 10 µM. AID 2553. Q61143. HEK293-TRPC6, membrane potential dye, ACh-evoked depolarization; stronger effect = lower value. 310,000 compounds, 1.1% hits;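 active means B-score under library mean minus 3 SD, initial fluorescence not abnormally high, positive integrated signal ratio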;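 further: B-score derived from integrated fluorescence ratio over the kinetic read; more negative B-score means stronger inhibition of depolarization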
SKKanGAS inh: blocks kanamycin growth of S. pyogenes SKKanGAS strain. BacTiter-Glo, 6 h. inhibition, % at 7.5 µM. 300,000 compounds, 1.3% hits;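 active means mean replicate score, as percent of positive control median, at least 50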;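 further: strain carries kanamycin resistance gene driven by streptokinase promoter and grows in 40 µg/ml kanamycin; loss of luminescence reflects streptokinase promoter inhibition or plain growth inhibition; 0% = median of DMSO wells and 100% = positive control at its reference dose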
ANO1 block: inhibitors of mouse TMEM16A calcium-activated chloride channel. HEK293 TMEM16A/YFP iodide influx fluorescence, ionomycin. normalized B-score (activity score, 25-100; higher = stronger inhibition) at 10 µM. 310,000 compounds, 1.2% hits. AID 588511;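 active means ratio plate-corrected score three or more library SD toward inhibition, starting fluorescence score within five deviations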;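 further: score derived from kinetic fluorescence span divided by baseline fluorescence per well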
Target sequence (Q8BHY3 whole entry, looked up): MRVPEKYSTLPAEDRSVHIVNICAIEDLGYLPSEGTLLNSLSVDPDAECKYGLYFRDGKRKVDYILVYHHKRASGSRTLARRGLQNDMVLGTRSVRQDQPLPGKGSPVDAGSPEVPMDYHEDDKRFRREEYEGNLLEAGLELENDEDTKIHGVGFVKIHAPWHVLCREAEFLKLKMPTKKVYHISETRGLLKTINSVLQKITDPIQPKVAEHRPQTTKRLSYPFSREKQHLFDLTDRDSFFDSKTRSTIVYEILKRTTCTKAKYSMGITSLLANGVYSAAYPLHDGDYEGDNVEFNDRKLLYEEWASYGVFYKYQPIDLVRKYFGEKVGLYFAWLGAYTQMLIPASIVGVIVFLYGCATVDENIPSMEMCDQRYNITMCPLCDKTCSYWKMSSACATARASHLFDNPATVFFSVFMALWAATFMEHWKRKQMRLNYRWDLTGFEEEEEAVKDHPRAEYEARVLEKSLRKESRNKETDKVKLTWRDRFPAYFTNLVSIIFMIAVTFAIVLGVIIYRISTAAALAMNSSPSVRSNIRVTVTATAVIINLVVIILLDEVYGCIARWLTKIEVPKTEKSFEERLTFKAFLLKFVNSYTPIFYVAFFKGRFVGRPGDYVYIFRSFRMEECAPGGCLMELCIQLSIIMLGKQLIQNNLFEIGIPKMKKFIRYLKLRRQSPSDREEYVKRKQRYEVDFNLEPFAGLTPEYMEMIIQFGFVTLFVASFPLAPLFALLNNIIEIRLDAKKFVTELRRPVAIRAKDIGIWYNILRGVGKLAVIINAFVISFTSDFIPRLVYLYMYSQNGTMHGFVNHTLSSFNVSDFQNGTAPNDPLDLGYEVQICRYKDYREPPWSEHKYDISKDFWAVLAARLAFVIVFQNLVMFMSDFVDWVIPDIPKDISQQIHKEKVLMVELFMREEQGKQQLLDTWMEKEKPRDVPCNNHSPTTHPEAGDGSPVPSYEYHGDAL
TMEM16A act: activates or potentiates the mouse TMEM16A chloride channel. Q8BHY3. HEK293 TMEM16A/YFP-H148Q/I152L, iodide quench fluorescence; stronger effect = lower value. B-score at 10 µM. 340,000 compounds, 0.3% hits;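 active means fluorescence-ratio B-score plate-corrected deviation score at least 3 library SD below zero, with starting fluorescence score within 5 deviations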;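 further: channel opened by trigger with iodide after compound preincubation; score built on the fluorescence ratio of max minus min over baseline; more negative score means more quench and so TMEM16A activation or potentiation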
Active calls of the source: *; i = inactive; . = not tested or not shown.

SMILES | TRPC4 block | TRPC6 act | MrgX1 allo act | MrgX1 ag | TRPC4 potent | TRPC4 act | MrgX1 antag | TRPC6 inh | SKKanGAS inh | ANO1 block | TMEM16A act
O=S(=O)(c1ccc(Br)s1)N1CCN(c2ncccn2)CC1 | i | i | i | i | i | i | i | i | -0.9 | i | i
CC(=O)OC1CCC(OC(C)=O)c2c1n([O-])c(C)c(C)[n+]2=O (centres undefined) | i | i | i | i | i | i | i | i | 1.3 | i | i
CCOC(=O)Cc1csc(SCn2nnc3ccccc3c2=O)n1 | i | i | i | i | i | i | i | i | -10.0 | i | i
O=C(Cn1ncc2c([nH]c3ccccc32)c1=O)N1CCc2ccccc2C1 | i | i | i | i | i | i | i | i | -1.1 | i | i
CC1(C)CCSC(/C=C/c2ccccc2)=N1 | i | i | . | . | i | i | . | i | -1.9 | . | i
CS(=O)(=O)c1ccc2nc(NC(=O)CN3CCN(Cc4ccccc4)CC3)sc2c1 | i | i | i | i | i | i | i | i | -3.4 | i | i
O=C(NC1CCCCC1)c1ccc(N2CCOCC2)c([N+](=O)[O-])c1 | i | i | i | i | i | i | i | i | -0.8 | i | i
Cn1ncc(Cl)c1C(=O)N1CCOCC1 | i | i | i | i | i | i | i | i | -8.2 | i | i
CN(C)S(=O)(=O)c1ccc(Cl)c(NC(=O)COC(=O)/C=C/c2cnc3ccccc3n2)c1 | i | i | i | i | i | i | i | i | -3.1 | i | i
CC(C)CSC1=NSC2=NC(=O)/C(=C\c3coc4ccccc4c3=O)C(=N)N12 | i | i | i | i | i | i | i | i | 60.8* | i | i
CCc1nn(CC(=O)NCCCN2CCc3ccccc3C2)c(=O)c2cc3sccc3n12 | i | i | i | i | i | i | i | i | 3.1 | 100* | i
O=C(CCn1c(=O)oc2ccccc21)NCCCN1CCCC1=O | i | i | i | i | i | i | i | i | 1.7 | i | i
COc1ccc2cc(C(=O)C3CCCN(C(=O)c4cc(=O)n(C)c(=O)n4C)C3)ccc2c1 (centres undefined) | i | i | i | i | i | i | i | i | 11.5 | i | i
Cc1c(CN2CCC(CO)(CC3CCCCO3)CC2)cnn1C (centres undefined) | i | i | i | i | i | i | i | i | 10.4 | i | i
CN(C)c1ccnc(-n2cccc2/C=N/OCc2cccc(F)c2)c1C#N | i | i | i | i | i | i | i | i | 1.8 | i | i
O=C(Nc1ccon1)c1cccc(S(=O)(=O)N2CCCCC2)c1 | i | i | i | i | i | i | i | i | -3.4 | i | i
COc1ccc(NCc2nnc(SCC(=O)Nc3ccc(OC)cc3OC)o2)cc1 | i | i | i | i | i | i | i | i | -7.6 | i | i
O=S(=O)(NC1=NCCCCC1)c1ccc2sc(NS(=O)(=O)c3ccc4ccccc4c3)nc2c1 | i | i | i | i | i | i | i | i | -8.2 | i | i
COc1cc2[nH]c(=S)n(NC(=O)CC(C)C)c(=O)c2cc1OC | i | i | i | i | i | i | i | i | 4.2 | i | i
CC1CCN(CCCCOc2ccc(Cl)cc2)CC1 | i | i | i | i | i | i | i | i | 1.0 | i | i
CCC(Cc1ccccc1)NC(=O)Cn1cccc1C(=O)c1ccccc1 (centres undefined) | i | i | i | i | i | i | i | i | 3.6 | i | i
COc1ccc(CN2CC(C(=O)NCCCN3CCCCCC3)CC2=O)cc1 (centres undefined) | i | i | i | i | i | i | i | i | -2.9 | i | i
Cc1ccc(C(=O)NNC(=O)/C=C\C(=O)O)cc1 | i | i | i | i | i | i | i | i | 7.3 | i | i
Cc1[nH]c(=O)[nH]c(=O)c1S(=O)(=O)Nc1cccc([N+](=O)[O-])c1C | i | i | i | i | i | i | i | i | 1.0 | i | i
CC1CC(CCC(=O)NC(=S)Nc2ccc(Cl)cn2)C(=O)O1 (centres undefined) | i | i | i | i | i | i | i | i | 1.2 | i | i
Next records:
SMILES | TRPC4 block | TRPC6 act | MrgX1 allo act | MrgX1 ag | TRPC4 potent | TRPC4 act | MrgX1 antag | TRPC6 inh | SKKanGAS inh | ANO1 block | TMEM16A act
CN(C)S(=O)(=O)c1cccc(NC(=O)c2cc3ccccc3o2)c1 | i | i | i | i | i | i | i | i | 5.1 | i | i
O=C(CCC1CCCN(C(=O)C2=CCCC2)C1)N1CCN(c2ccccn2)CC1 (centres undefined) | i | i | i | i | i | i | i | i | -4.5 | i | i
CCOc1ccc(CN=C(N)N=C(N)N)cc1Cl | i | i | i | i | i | i | i | i | -3.8 | i | i
c1ccc2c(C3=NNC(=NC4CC4)SC3)c[nH]c2c1 | i | i | i | i | i | i | i | i | -12.2 | i | i
Cc1cc(NC(=O)COC(=O)c2ccc(F)c(S(=O)(=O)N3CCOCC3)c2)no1 | i | i | i | i | i | i | i | i | 0.1 | i | i
NC(=O)C1CCN(C(=O)CCC(=O)c2ccc(F)cc2)CC1 | i | i | i | i | i | i | i | i | 7.5 | i | i
COc1cc(/C=C/C(=O)OCC(=O)NC(=O)NC(C)(C)C)ccc1O | i | i | i | i | i | i | i | i | -5.4 | i | i
COc1cc(OC)cc(C(=O)N[C@H](C(=O)OCC(=O)Nc2cccc(F)c2)C(C)C)c1 | i | i | i | i | i | i | i | i | -2.2 | i | i
Cc1nonc1C(=O)N1CCCC(Nc2ccc(C(C)C)cc2)C1 (centres undefined) | i | i | i | i | i | i | i | i | -3.4 | i | i
CCCCCCCCOC(=O)c1nc(Cl)c(Cl)c(N)c1Cl | i | i | i | i | i | i | i | i | -0.7 | i | i
CCCc1cc(=O)oc2cc(C)cc(OCC(=O)NCCCN3CCCC3=O)c12 | i | i | i | i | i | i | i | i | 0.8 | i | i
COc1ccc(CCNC(=O)c2c(O)c3cccc4c3n(c2=O)CC4)cc1OC | i | i | i | i | i | i | i | i | -3.4 | i | i
O=C(Cc1ccc(Cl)cc1)NCC(=O)N1CCN(c2ccccc2)CC1 | i | i | i | i | i | i | i | i | 5.4 | i | i
CC(C)c1ccc(OCC(=O)Nc2ccc(S(=O)(=O)Nc3ccccn3)cc2)cc1 | i | i | i | i | i | i | i | i | -4.0 | i | i
CC1CCN(C(=O)CSc2nc3ccccc3c(=O)n2Cc2ccc3c(c2)OCO3)CC1 | i | i | i | i | i | i | i | i | 22.9 | i | i
Nc1ccc2c(c1)Cc1cc([N+](=O)[O-])ccc1-2 | i | i | i | i | i | i | i | i | -4.7 | i | i
COc1ccc(C(=O)NCc2nnc(SCC(=O)NC3CCCCC3)o2)cc1 | i | i | i | i | i | i | i | i | -0.3 | i | i
O=c1[nH]c(N/N=C/c2ccccc2Br)nnc1-c1ccccc1 | i | i | i | i | i | i | i | i | 2.1 | i | i
N#CC(C#N)=Cc1cccn1-c1ccc(S(N)(=O)=O)cc1 | i | i | i | i | i | i | i | i | -0.2 | i | -6.14*
CCOC(=O)c1c(/N=C/c2ccccc2O)sc2c1CCC2 | i | i | i | i | i | i | i | i | 0.0 | i | i
Cc1ccccc1C(=O)N1CCN(c2ccc(NC(=O)CSc3ccc(Cl)cc3)cc2)CC1 | i | i | i | i | i | i | i | i | -1.7 | i | i
CCn1c(CCC(=O)Nc2ccccc2F)nnc1SCC(=O)Nc1ccc(OC)cc1 | i | i | i | i | i | i | i | i | -0.8 | i | i
O=C(Cc1ccccc1)NC1(O)C(=O)c2ccccc2C1=O | i | i | i | i | i | i | i | i | 2.1 | i | i
CC1Cc2ccccc2N1C1=CC(=O)CCC1 (centres undefined) | i | i | i | i | i | i | i | i | 2.1 | i | i
O=C(Nc1cccnc1)OCc1ccccc1 | i | i | i | i | i | i | i | i | -2.7 | i | i
Next section
SMILES | TRPC4 block | TRPC6 act | MrgX1 allo act | MrgX1 ag | TRPC4 potent | TRPC4 act | MrgX1 antag | TRPC6 inh | SKKanGAS inh | ANO1 block | TMEM16A act
COc1ccc(/C=N/Nc2cc(C)nc(NS(=O)(=O)c3ccc(C)cc3)n2)cc1 | i | i | i | i | i | i | i | i | 12.8 | i | i
CCOc1cccc(/C(O)=C2/C(=O)C(=O)N(Cc3cccnc3)C2c2ccco2)c1 (centres undefined) | i | i | i | i | i | i | i | i | -3.6 | i | i
CC(=O)Nc1ccc(NC(=S)NC(=O)C2CCCC2)cc1 | i | i | i | i | i | i | i | i | -2.1 | i | i
COc1ccc(-n2nc(C(=O)N3CCN(Cc4ccc5c(c4)OCO5)CC3)c3ccccc3c2=O)cc1 | i | i | i | i | i | i | i | i | 0.8 | i | i
COC(=O)[C@H](C)NC(=O)Nc1cccc(Br)c1 | i | i | i | i | i | i | i | i | 7.6 | i | i
Cc1nc(N2CCOCC2)nc(OCCN2CCOCC2)c1[N+](=O)[O-] | i | i | i | i | i | i | -5.25* | i | 5.2 | i | i
Cc1cc(NC(=O)c2sc(Nc3cccc(C(F)(F)F)c3)nc2N)no1 | i | i | i | i | i | i | i | i | -2.5 | i | i
COc1ccc(Cc2nc(N)nc(N)n2)cc1 | i | i | i | i | i | i | i | i | -0.2 | i | i
COCCCNS(=O)(=O)c1ccccc1 | i | i | i | i | i | i | i | i | -4.3 | i | i
O=C(c1ccccc1)c1cnc(Nc2ccc(Cl)c(Cl)c2)s1 | i | i | i | i | i | i | i | i | 0.9 | i | i
COc1cccc(-n2nnnc2S(C)(=O)=O)c1 | i | i | i | 47.8* | i | i | i | i | 1.1 | i | i
CCC(=O)Nc1cccc(-n2nnnc2SCC(=O)c2ccc(C)c(C)c2)c1 | i | i | i | i | i | i | i | i | 2.6 | i | i
CN1CCN(c2ccc(-c3cccc(NC(=O)COc4ccccc4)c3)nn2)CC1 | i | i | i | i | i | i | i | i | 13.0 | i | i
N#Cc1nc(-c2ccco2)oc1NCc1cccnc1 | i | i | i | i | i | i | i | i | -0.8 | i | i
NS(=O)(=O)c1ccc(CCNC(=O)CCS(=O)(=O)c2ccc(Br)cc2)cc1 | i | i | i | i | i | i | i | i | 2.1 | i | i
N#CC1=C(S)N(c2ccc(F)cc2)C2(CCCCC2)NC1=O | . | i | i | i | i | i | i | i | 1.6 | i | i
CCn1c(COc2ccc(=O)n(-c3ccccc3)n2)nnc1SCc1ccccc1 | i | i | i | i | i | i | i | i | 3.1 | i | i
Cc1cccc(CCNC(=O)COc2cc(=O)n(C)c3ccccc23)c1 | i | i | i | i | i | i | i | i | 2.0 | i | i
COc1ccccc1N1CCN(C(c2cc3cc(C)ccc3[nH]c2=O)c2nnnn2C2CCCC2)CC1 (centres undefined) | i | i | i | i | i | i | i | i | 1.4 | i | i

The order is random. About 6.7% of those tested had a hit in this group.
